Bioassay records as filed in PubChem BioAssay.
mIAP act – mouse IAP activation; muIAP, CDP-Star luminescence, 30 min; active compounds read high; 1 = vehicle-only enzyme signal, 0 = enzyme-free wells; activation factor at 10 µM; 0.24% of 330,000 active; AID 2805;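 active = activation factor of at least 2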; note: the source names both 10 and 20 µM as test concentration; values of inactives mirror those of a sister screen read the other way
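System: Mouse IAP enzyme | Also added: CDP-Star substrate | Dosing: Compounds dispensed in DMSO | Schedule: 30 min enzyme-substrate-compound incubation at room temperature | Technique: Chemiluminescence readout | Control set: DMSO-only wells and no-enzyme negative control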
mIAP block – mouse IAP inhibition | purified mouse IAP, CDP-Star luminescence, 30 min | 0.2% of 330,000 active | AID 2806 | inhibition, % at 10 µM;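 active = inhibition of at least 40% at 10 µM in the primary screen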;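 note: plate controls were DMSO with enzyme for no effect and no enzyme wells for full effect; values of inactives mirror those of a sister screen read the other way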
hIAP activ – increases human intestinal alkaline phosphatase activity; activation factor at 10 µM; purified human IAP, CDP-Star luminescence, 30 min; active compounds read high; 1 = vehicle-only enzyme, 0 = enzyme-free background; AID 2524; 0.16% of 330,000 active; P09923;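 active = activation factor of the enzyme at least 2-fold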; note: the source names both 10 and 20 µM as test concentration; values of inactives mirror those of a sister screen read the other way
hIAP block – human IAP inhibition. 0.12% of 330,000 active. P09923. inhibition, % at 10 µM. purified IAP, CDP-Star luminescence, 30 min. AID 2544;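 active = inhibition reaching a set limit with compound at 10 µM in the primary screen, cut at about 35% in these data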;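 note: plate controls were DMSO wells with enzyme for no effect and no-enzyme buffer wells for full effect; values of inactives mirror those of a sister screen read the other way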
NLRP3 yeast inh – inhibitors of NALP3 inflammasome in yeast; inhibition, % at 10 µM; AID 2825; Yeast reconstituted NLRP3/ASC/caspase-1, beta-gal luminescence, 24 h; 0.39% of 330,000 active;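 active = inhibition of 50% or more; inactive = inhibition below 50%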;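 note: plate controls were induced DMSO wells for no effect and uninduced yeast grown without galactose for full effect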
SENP1 inh – blocks the human SENP1 SUMO protease catalytic domain; recombinant SENP1 catalytic domain, CyPet-SUMO1-YPet FRET cleavage; 0.21% of 360,000 active; Q9P0U3; inhibition, % at 10 µM; AID 624204;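 active = inhibition at least 30% at 10 µM, raw YFP signal under a set limit, fluorescence ratio 0.5 to 1.5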;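 note: 0% = enzyme with DMSO and 100% = no enzyme wells; some results filed as inactive read as strong as hits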
Target sequence (Q9P0U3 419-644 limits assumed): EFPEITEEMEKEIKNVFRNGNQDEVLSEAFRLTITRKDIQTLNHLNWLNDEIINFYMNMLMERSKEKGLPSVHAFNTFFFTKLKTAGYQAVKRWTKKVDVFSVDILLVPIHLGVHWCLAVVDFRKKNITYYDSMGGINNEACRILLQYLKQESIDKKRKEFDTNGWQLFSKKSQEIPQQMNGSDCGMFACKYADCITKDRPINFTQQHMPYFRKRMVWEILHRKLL
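Controls: no-enzyme wells low, DMSO-plus-enzyme wells high control. Test system: human recombinant His6-tagged SENP1 catalytic domain enzyme. Reagent: SFCypet-SUMO1-SFYpet FRET protein substrate, 25 nM final. Doses: one dose per compound, 10 µM, 0.5% DMSO. Detection: FRET, CFP and YFP emission. Timing: 50 min reaction at room temperature.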
MIN6 prolif – inducers of beta-cell replication in MIN6 cells. MIN6 cells proliferation, ATPlite luminescence, 48 h; cells starved in 0.2% serum; 100% = growth in 10% serum. proliferation, % at 10 µM. 0.29% of 330,000 active. AID 2380;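 active = compounds whose signal lies at least 3.5 SD above the mean of all wells on their plate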;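 note: 0% = DMSO-treated cells in low-serum medium and 100% = 10% serum control; some compounds called inactive have numbers as strong as hits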
A3A deaminase – inhibitors of human APOBEC3A DNA deaminase | P31941 | recombinant A3A, FAM/TAMRA ssDNA deamination fluorescence | inhibition, % at 20 µM | 0.41% of 330,000 active;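 active = at least 40% inhibition at 20 µM here, with at most 30% in a related deaminase screen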;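 note: plate controls were A3A with DMSO for no effect and wells lacking A3A enzyme for full effect; some results filed as inactive read as strong as hits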
Target sequence (P31941 whole entry, looked up): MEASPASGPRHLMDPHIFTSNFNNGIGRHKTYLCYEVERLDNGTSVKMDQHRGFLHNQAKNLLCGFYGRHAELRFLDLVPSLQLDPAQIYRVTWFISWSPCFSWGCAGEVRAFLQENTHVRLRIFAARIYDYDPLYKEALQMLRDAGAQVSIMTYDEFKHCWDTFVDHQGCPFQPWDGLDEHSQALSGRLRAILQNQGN
APOBEC3G inh – inhibitors of human APOBEC3G DNA deaminase. Q9HC16. recombinant A3G, ssDNA deamination FAM/TAMRA fluorescence. inhibition, % at 20 µM. 0.28% of 330,000 active. AID 493012;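 active = inhibition of at least 40% at 20 µM, with no more than 30% in the related APOBEC3A deaminase screen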;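 note: plate controls were DMSO wells with A3G for no effect and wells lacking A3G enzyme for full effect; some compounds called inactive have numbers as strong as hits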
Target sequence (Q9HC16 whole entry, looked up): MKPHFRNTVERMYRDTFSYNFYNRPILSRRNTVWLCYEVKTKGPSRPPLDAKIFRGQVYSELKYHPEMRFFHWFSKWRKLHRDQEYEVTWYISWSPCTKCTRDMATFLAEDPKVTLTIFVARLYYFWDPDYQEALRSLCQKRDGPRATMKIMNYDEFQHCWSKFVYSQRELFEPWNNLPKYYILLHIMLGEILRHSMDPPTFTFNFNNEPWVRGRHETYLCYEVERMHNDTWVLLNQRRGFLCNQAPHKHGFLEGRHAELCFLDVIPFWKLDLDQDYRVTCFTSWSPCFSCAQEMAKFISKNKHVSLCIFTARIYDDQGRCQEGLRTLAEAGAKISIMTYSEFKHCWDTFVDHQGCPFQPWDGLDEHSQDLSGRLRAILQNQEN
Numbers without * were called inactive.

SMILES	mIAP act	mIAP block	hIAP activ	hIAP block	NLRP3 yeast inh	SENP1 inh	MIN6 prolif	A3A deaminase	APOBEC3G inh
COCCN1CCCC(CNCc2cn(C)nc2-c2ccc(Oc3ccccc3)cc2)C1 (stereo not given)	1	-2	1	-4	19	1	-6	7	-5
CCCCn1c(N)c(N(CCOC)C(=O)CCC2CCCCC2)c(=O)[nH]c1=O	1	-3	0.9	10	14	-5	-5	-1	-2
Cc1cc(=O)n2nc(N3CCCC(C(=O)NCc4ccccc4C)C3)sc2n1 (stereo not given)	1	-4	0.97	3	11	-1	2	1	-2
O=C(c1cn(-c2ccccc2)nc1-c1cccnc1)N1CCCC(C(F)(F)F)C1 (stereo not given)	0.99	1	1.1	-7	1	1	1	-1	-8
CCOC(=O)Cc1csc(NC(=O)CCCCCN2C(=O)c3ccccc3C2=O)n1	0.91	10	1.2	-22	-1	3	-1	0	-4
COCCn1c(=O)[nH]c2cc(C(=O)NC(C)C)ccc2c1=O	1	-1	0.97	3	5	0	-2	-3	-5
COc1ccccc1C1CCN(Cc2ccc3ccccc3c2)CC1	0.99	1	0.94	6	19	-5	-7	-5	-6
CCOc1ccc(CNCc2ccccc2Cl)cc1	0.85	15	0.88	12	24	1	0	-1	-7
COC(=O)c1cc([N+](=O)[O-])c(-n2ccnc2)c([N+](=O)[O-])c1	0.99	1	0.91	9	14	0	-5	1	-4
CCN1C(=O)[C@H]2[C@@H](c3ccc(-c4ccc(OC)cc4)c(OC)c3)N[C@@](C)(C(=O)OC)[C@H]2C1=O	1.1	-7	1.1	-11	17	0	-2	2	23
O=C(Nc1ccc(Cl)cc1Cl)c1ccc2ncsc2c1	1	0	1	-1	26	-17	-2	-5	-13
CCCCCNC(=O)c1ccc2c(=O)n(CCCOCC)c(=S)[nH]c2c1	0.93	7	1.1	-10	6	3	-4	-1	-3
COc1ccccc1-c1sc2ccccc2c1-c1ccc(C(C)=O)cc1	0.98	2	0.8	20	8	1	-7	7	9
CC(=O)c1cccc(CN2CCC(n3nccc3NC(=O)CCOc3ccccc3)CC2)c1	1	-4	1.1	-12	18	-2	8	-3	-7
COc1cc(C2/C(=C(\O)c3ccc4c(c3)CC(C)O4)C(=O)C(=O)N2c2nnc(C)s2)cc(OC)c1OC (stereo not given)	1	0	1.2	-21	-4	39	-2	-4	-4
CCCCCc1ccc(S(=O)(=O)Nc2cc(C)ccn2)cc1	0.98	2	0.96	4	21	1	-1	-2	-6
CN1CCN(S(=O)(=O)c2cccc(S(=O)(=O)c3ccc(Cl)cc3)c2)CC1	1	-1	0.91	9	-5	0	0	0	-7
O=S(=O)(NC1CCCCC1)c1ccc(N2CCOCC2)nc1	1	-5	1	0	12	-1	-1	-2	-5
O=C(Cn1c(COc2ccccc2)nc2ccccc21)Nc1cccc(Cl)c1	1.1	-6	0.99	1	4	-6	-3	-1	-4
CCCCn1c(N)c(N(CCOC)C(=O)COC(=O)CCOc2ccccc2)c(=O)[nH]c1=O	1	0	0.94	6	5	0	-1	0	-3
Cc1ccccc1Nc1nc(N)nc(COC(=O)/C=C/c2ccco2)n1	1	-2	1	-2	35	-12	0	5	-13
CC(C)Cc1nc(N2CCN(C(=O)c3ccco3)CC2)c(C#N)c2c1CCC2	0.97	3	0.78	22	-5	-15	-3	2	3
Cc1cccc(NC(=O)c2cccc(N3C(=O)CCC3=O)c2)c1	0.95	5	1	-1	10	3	-2	-3	-8
O=C1C2CCCCN2C(=O)N1CCCCN1CCN(c2ccccc2Oc2ccccc2)CC1 (stereo not given)	0.98	2	0.76	24	22	1	0	-4	-6
COc1cc(/C=C2\SC(=Nc3cccnc3)NC2=O)cc(OC)c1OC	0.86	14	1.3	-32	7	13	-4	1	3
Cn1cc(CN2CCC(n3nccc3NC(=O)Cc3ccccc3)CC2)cn1	1.1	-13	1.2	-20	9	-1	9	-2	-5
c1cncc(-c2nn[nH]n2)c1	0.96	4	1	-3	12	1	-1	-4	-6
COc1cccc(/C(O)=C2/C(=O)C(=O)N(CCN(C)C)C2c2ccccn2)c1 (stereo not given)	1	-2	1.1	-10	3	-29	0	1	0
COc1cc(OC)cc(C(=O)NNC(=O)Cc2cccs2)c1	0.93	7	1.1	-8	-3	-5	5	4	-3
COC(=O)[C@H](Cc1ccc(O)cc1)NC(=O)Cn1ccc(NC(=O)OCc2ccccc2)nc1=O	0.94	6	0.87	13	3	0	2	-3	-5
CC(=O)c1ccc(Sc2ccccc2N)c([N+](=O)[O-])c1	0.94	6	0.84	16	12	37*	-4	1	-5
OC(CN1CCc2ccccc2C1)c1ccccc1 (stereo not given)	1	-1	1	-2	20	-1	-1	1	-2
CCN1CCN(Cc2ccc(NC(=O)c3ccc(C)c(NC(=O)c4ccnnc4)c3)cc2C(F)(F)F)CC1	1	-3	1.1	-5	1	-2	5	-1	-11
Cc1ccc2nc(NC(=O)CSCc3ccccc3)sc2c1	0.83	17	0.9	10	14	3	0	3	2
CC12C(=O)N(Cc3ccco3)C(=O)C1C1c3ccccc3C2c2ccccc21 (stereo not given)	1	-4	0.95	5	28	1	-1	-2	-4
CC1CCCN(C(=O)COc2ccc(Nc3ccccc3)cc2)C1 (stereo not given)	0.97	2	0.81	19	28	-2	-3	2	-7
Cn1c(CSCc2ccc(F)cc2)nnc1SCC(=O)Nc1cccc(C(=O)O)c1	1.1	-12	1	-1	15	2	1	2	-5
O=c1[nH]c(NCCO)nnc1Cc1ccc(Cl)cc1	1	-3	1.1	-6	8	2	-1	-1	-5
Cc1ccccc1NC(=O)CN1C(=O)c2cccnc2Oc2ccc(Cl)cc21	0.95	4	0.94	6	0	-17	-3	-5	-2
COc1ccccc1C(C)NC(=O)c1ccc(S(=O)(=O)NCc2ccco2)cc1 (stereo not given)	1	-2	1.1	-10	11	-1	-1	-2	-4
O=C(O)c1ccccc1NC(=O)C(Cc1ccccc1)N1C(=O)c2ccccc2C1=O (stereo not given)	1	-1	0.84	16	19	0	0	-2	-4
COc1ccc(N(C)S(=O)(=O)c2cccc(C(=O)N3CCN(Cc4ccc5c(c4)OCO5)CC3)c2)cc1	0.94	6	0.97	2	-4	0	-3	-4	-7
CN1CCN(C(=O)C2=C[C@@H](c3ccc4c(c3)OCO4)C[C@@H](OCc3ccc(CO)cc3)O2)CC1	1.1	-6	0.92	8	10	1	-5	0	17
O=[N+]([O-])c1ccc(CN2CCOCCOCCOCC2)cc1	0.99	1	0.98	2	9	3	-5	1	-4
COc1ccc(COCC(O)CN2CCC(C(N)=O)CC2)cc1 (stereo not given)	1.1	-7	0.99	0	6	2	-2	1	-1

Looked up by structure from the entries so far, four records:
SMILES	mIAP act	mIAP block	hIAP activ	hIAP block	NLRP3 yeast inh	SENP1 inh	MIN6 prolif	A3A deaminase	APOBEC3G inh
O=C1C2CCCCN2C(=O)N1CCCCN1CCN(c2ccccc2Oc2ccccc2)CC1 (stereo not given)	0.98	2	0.76	24	22	1	0	-4	-6
CN1CCN(C(=O)C2=C[C@@H](c3ccc4c(c3)OCO4)C[C@@H](OCc3ccc(CO)cc3)O2)CC1	1.1	-6	0.92	8	10	1	-5	0	17
COCCN1CCCC(CNCc2cn(C)nc2-c2ccc(Oc3ccccc3)cc2)C1 (stereo not given)	1	-2	1	-4	19	1	-6	7	-5
CC(C)Cc1nc(N2CCN(C(=O)c3ccco3)CC2)c(C#N)c2c1CCC2	0.97	3	0.78	22	-5	-15	-3	2	3

(next part)
SMILES	mIAP act	mIAP block	hIAP activ	hIAP block	NLRP3 yeast inh	SENP1 inh	MIN6 prolif	A3A deaminase	APOBEC3G inh
CCCOC(=O)c1ccc(Oc2c(-c3ccc(O)cc3O)n[nH]c2C)cc1	1.1	-12	2.3*	-132	3	3	-6	0	-2
C[C@@H]1CN([C@H](C)CO)C(=O)c2cccc(NC(=O)Nc3ccc(F)cc3)c2O[C@H]1CN(C)C(=O)Nc1ccc(C(F)(F)F)cc1	1.2	-23	1	-2	4	2	-6	-3	-4
Oc1ccc(N2CCN(C(c3ccccn3)c3nnnn3C3CCCC3)CC2)cc1 (stereo not given)	0.88	12	1.1	-13	15	2	-4	-2	10
O=C1NN(c2ccccc2)C(=O)/C1=C\c1ccccc1OCC(=O)N1CCOCC1	1	-4	0.91	9	-4	1	-2	7	7
O=C(NC1CCCCC1)NC1(C(=O)N2CCN3CCCC3C2)CCCCC1 (stereo not given)	2	-95	0.92	8	3	0	0	0	2
Cc1ccccc1NC(=O)NNC(=O)c1ccc2ccccc2c1	0.86	14	1.2	-25	5	0	-2	-2	-6
CC(=O)C(C(C)=O)c1c(Cl)c(O)c(O)c2c(C(=O)c3ccccc3)coc12	0.9	10	1.1	-6	32	4	-7	-4	7
O=C(Cc1ccccc1[N+](=O)[O-])OCC(=O)c1ccccc1Br	1.1	-8	0.89	11	9	3	-2	2	-7
Cc1nc(N2CCC(C(N)=O)CC2)c2nnn(Cc3ccccc3)c2n1	0.98	2	1	0	11	0	-3	-4	14
O=C(NC(Cc1ccccc1)C(=O)O)c1ccc(S(=O)(=O)N2CCCCC2)cc1 (stereo not given)	1	-4	0.95	5	13	1	3	-1	-3
Cc1onc(-c2c(Cl)cccc2Cl)c1C(=O)N1C=CC(C(F)(F)F)=NCC1	0.97	3	1.1	-7	24	-7	-2	-2	1
O=C(Nc1ccc(Oc2ccc(NC(=O)C3CCCO3)cc2)cc1)C1CCCO1 (stereo not given)	1.1	-5	0.97	3	14	1	-4	-2	-10
O=C(O)CCNS(=O)(=O)c1ccccc1C(F)(F)F	1	-1	0.98	2	-1	2	-3	2	-10
O=C(NC1CC1)c1ccc(S(=O)(=O)NC2CCCCCC2)cc1	0.95	5	1	0	0	3	-1	0	0
CCOC(=O)c1c(NC(=O)c2ccc(S(=O)(=O)N(C)CC3CCCO3)cc2)sc2c1CCN(C)C2 (stereo not given)	0.94	6	0.98	2	17	-53	-7	5	-4
O=C(c1ccc2c(c1)OCO2)N1CCC(Cc2ccccc2)CC1	0.97	3	0.95	4	12	3	3	-4	-13
O=C(c1ccc(Cl)cc1)C1CCN(C(=O)c2ccccc2)CC1	1.2	-18	1.1	-6	22	-1	1	0	-5
COCCN1C(=O)N[C@@H](c2ccccc2)[C@@H](C(=O)OC)[C@H]1C	0.9	10	1	-1	7	-1	-3	-2	-8
O=C(CSc1nc2[nH]ncc2c(=O)n1-c1ccccc1)c1ccc2c(c1)OCCO2	1	-3	1.1	-13	7	0	-1	2	0
Cc1cccc(OCc2nnc(SCC(=O)OC3CCCCC3)o2)c1	1	-4	1.1	-8	9	2	-5	6	1
CCCCN(C)C(=O)C1CCCN(S(=O)(=O)c2ccc3c(c2)CC(C)N3C(=O)C2CC2)C1 (stereo not given)	1	-2	1.1	-12	1	-2	-4	-2	-2
CC(C)(O)C#Cc1ccc(CN2CCN(Cc3ccccc3)C(CCO)C2)s1 (stereo not given)	1	-2	1.2	-19	6	-3	-5	-2	-4
CC(C)(C)C(=O)NC(NC(=O)C(C)(C)C)c1ccc([N+](=O)[O-])cc1	0.98	2	0.91	9	5	1	2	-3	-2
O=C(N/N=C/c1ccc(-c2cccc([N+](=O)[O-])c2)o1)c1ccc([N+](=O)[O-])cc1	0.93	7	1.1	-11	31	2	-5	3	-6

Some of the compounds tested; count on the stated rates, not on these rows.
